ATG4B inhibitor: ATG4B (human) cysteine protease inhibition; ATG4B cleavage of LC3-PLA2, NBD-HPC fluorescence, 1 h; inhibition, % at 8.33 µM; Q9Y4P1; 340,000 tested, 0.51% active; in the data active = inhibition above about 40%
Target sequence (Q9Y4P1 whole entry, looked up): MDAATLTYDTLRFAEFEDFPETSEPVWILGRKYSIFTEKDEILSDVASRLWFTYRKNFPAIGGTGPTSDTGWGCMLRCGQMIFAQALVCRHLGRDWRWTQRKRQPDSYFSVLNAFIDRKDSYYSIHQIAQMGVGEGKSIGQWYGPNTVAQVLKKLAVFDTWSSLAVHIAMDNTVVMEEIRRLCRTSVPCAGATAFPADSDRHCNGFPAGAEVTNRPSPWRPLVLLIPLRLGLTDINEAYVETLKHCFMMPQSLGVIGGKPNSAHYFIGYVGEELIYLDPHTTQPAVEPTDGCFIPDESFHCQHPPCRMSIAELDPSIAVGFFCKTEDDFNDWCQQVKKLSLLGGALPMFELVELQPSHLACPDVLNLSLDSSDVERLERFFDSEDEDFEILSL
mIAP inh: blocks mouse intestinal alkaline phosphatase. purified mouse IAP, CDP-Star luminescence, 30 min. inhibition, % at 10 µM. 330,000 tested, 0.2% active. AID 2806;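 active = inhibition of at least 40% at 10 µM in the primary screen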;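 also: plate controls were DMSO with enzyme for no effect and no enzyme wells for full effect; values of inactives mirror those of a sister screen read the other way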
tim10-1 inh: inhibits growth of tim10-1 mutant yeast. 330,000 tested, 2.2% active. S. cerevisiae tim10-1 ts strain growth, BacTiter-Glo, 24 h. inhibition, % at 20 µM;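 active = inhibition of at least 40%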;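 also: mutant grown at 25 °C; 0% = DMSO wells with yeast and 100% = wells holding no yeast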
hIAP inh: blocks human intestinal alkaline phosphatase. P09923. purified IAP, CDP-Star luminescence, 30 min. inhibition, % at 10 µM. 330,000 tested, 0.12% active. AID 2544;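 active = inhibition reaching a set limit with compound at 10 µM in the primary screen, cut at about 35% in these data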;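 also: plate controls were DMSO wells with enzyme for no effect and no-enzyme buffer wells for full effect; values of inactives mirror those of a sister screen read the other way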
Target sequence (P09923 whole entry, looked up): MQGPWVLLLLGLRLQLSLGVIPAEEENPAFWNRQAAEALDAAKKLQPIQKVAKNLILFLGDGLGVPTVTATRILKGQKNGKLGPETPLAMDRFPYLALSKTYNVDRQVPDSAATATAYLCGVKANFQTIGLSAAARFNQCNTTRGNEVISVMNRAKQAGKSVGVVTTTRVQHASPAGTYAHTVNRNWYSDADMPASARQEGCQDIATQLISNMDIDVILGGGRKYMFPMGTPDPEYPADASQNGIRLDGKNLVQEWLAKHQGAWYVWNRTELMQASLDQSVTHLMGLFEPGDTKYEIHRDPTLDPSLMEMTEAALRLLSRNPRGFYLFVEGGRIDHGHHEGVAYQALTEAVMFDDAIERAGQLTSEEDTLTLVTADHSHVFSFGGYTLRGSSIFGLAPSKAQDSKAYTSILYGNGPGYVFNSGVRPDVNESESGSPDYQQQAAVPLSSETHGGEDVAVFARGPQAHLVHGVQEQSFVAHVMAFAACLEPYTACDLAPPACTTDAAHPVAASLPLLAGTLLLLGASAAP
hIAP act: increases human intestinal alkaline phosphatase activity; 330,000 tested, 0.16% active; AID 2524; P09923; activation factor at 10 µM; purified human IAP, CDP-Star luminescence, 30 min; hits give high values; 1 = vehicle-only enzyme, 0 = enzyme-free background;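 active = activation factor of the enzyme at least 2-fold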; also: the source names both 10 and 20 µM as test concentration; values of inactives mirror those of a sister screen read the other way
Apaf1 inhib: blocks human Apaf-1 apoptosome activity; reconstituted apoptosome caspase-3 activity, DEVD-Rh110 fluorescence; 330,000 tested, 0.71% active; O14727; inhibition, % at 20 µM; AID 489030; active = inhibition of at least 40% at 20 µM;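 also: plate controls were DMSO wells for no effect and DEVD-CHO caspase inhibitor wells for full effect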
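Material: reconstituted apoptosome with Apaf-1, cytochrome c, caspase-9, procaspase-3, dATP; medium: pH 7.5 Hepes buffer with CHAPS, BSA, DTT; also added: cytochrome c and DEVD-Rh110 substrate; timing: 30 min plus 50 min, RT; signal: Rh110 fluorescence intensity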
NLRP3 yeast inh: NALP3 inhibition in yeast; Yeast reconstituted NLRP3/ASC/caspase-1, beta-gal luminescence, 24 h; inhibition, % at 10 µM; 330,000 tested, 0.39% active; AID 2825;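 active = inhibition of 50% or more; inactive = inhibition below 50%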;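 also: plate controls were induced DMSO wells for no effect and uninduced yeast grown without galactose for full effect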
TIM10 inh: inhibits growth of TIM10 yeast strain. S. cerevisiae TIM10 strain growth, BacTiter-Glo luminescence, 24 h. inhibition, % at 10 µM. 330,000 tested, 1.4% active;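 active = inhibition of 40% or more at the single tested concentration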;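 also: wild-type TIM10 isogenic control strain grown at permissive 25 °C; 0% = DMSO yeast wells and 100% = minimal medium wells without yeast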
mIAP activ: increases mouse intestinal alkaline phosphatase activity; 330,000 tested, 0.24% active; muIAP, CDP-Star luminescence, 30 min; hits give high values; 1 = vehicle-only enzyme signal, 0 = enzyme-free wells; activation factor at 10 µM;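 active = activation factor of at least 2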; also: the source names both 10 and 20 µM as test concentration; values of inactives mirror those of a sister screen read the other way
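System: Mouse IAP enzyme | Also added: CDP-Star substrate | Dosing: Compounds dispensed in DMSO | Schedule: 30 min enzyme-substrate-compound incubation at room temperature | Technique: Chemiluminescence readout | Control set: DMSO-only wells and no-enzyme negative control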
* = called active by the depositor.

SMILES | ATG4B inhibitor | mIAP inh | tim10-1 inh | hIAP inh | hIAP act | Apaf1 inhib | NLRP3 yeast inh | TIM10 inh | mIAP activ
CCNC(=O)C1CCCN(c2nc(C)cc(C)n2)C1 (centres undefined) | -3 | 0 | -2 | -7 | 1.1 | -5 | -1 | -2 | 1
Cc1cc(C(=O)OCC(=O)Nc2ccc(F)cc2)c(C)o1 | -3 | -13 | -3 | -23 | 1.2 | 10 | 25 | 35 | 1.1
O=C(c1cc(C2CC2)on1)N1CCN(c2ccccc2)CC1 | -6 | -8 | 18 | 0 | 1 | 7 | 10 | 7 | 1.1
Cc1ccc(CNC(=O)CO/N=C/c2ccc3c(c2)OCO3)cc1 | -6 | -7 | 14 | -2 | 1 | 10 | 26 | -4 | 1.1
S=C(NC1CCCCC1)N1CCN(C/C=C/c2ccccc2)CC1 | 24 | -7 | 15 | 10 | 0.9 | 8 | 44 | 7 | 1.1
CN1C(=O)c2ccc(C(=O)Nc3cccnc3)cc2C1=O | 3 | 8 | -5 | -1 | 1 | -4 | 18 | 9 | 0.92
Oc1c(Br)cc(Br)cc1CNc1nccs1 | 8 | -2 | -3 | 10 | 0.9 | 2 | 37 | 11 | 1
CN(C)S(=O)(=O)c1ccc(N2CCCC2)c(C(=O)Nc2nc3c(ccc4ccccc43)s2)c1 | -8 | 18 | 23 | -11 | 1.1 | -1 | 32 | 5 | 0.82
CCOC(=O)C1=C(C)NC(=O)NC1c1ccc(Br)o1 (centres undefined) | -2 | -4 | 7 | 6 | 0.94 | -7 | 2 | 2 | 1
CC(C)(C)NC(=S)NCc1ccncc1 | -3 | 5 | 1 | 4 | 0.96 | -5 | 6 | 7 | 0.95
COc1ccc(Cn2nnc3ccccc32)cc1 | 0 | -1 | 0 | 17 | 0.83 | 7 | 20 | 4 | 1
CCN(C(N)=S)c1ccccc1 | 3 | -2 | 4 | -14 | 1.1 | -11 | 12 | 4 | 1
COc1cc(C(=S)N2CCCC2)cc(Cl)c1OCC(=O)Nc1ccc(C)cc1C | -9 | 11 | 19 | 17 | 0.83 | 22 | 8 | 22 | 0.89
CC(=O)n1cc(/C=C2/N=C(c3ccccc3)OC2=O)c2ccccc21 | -6 | -7 | 37 | 9 | 0.91 | 3 | -2 | 3 | 1.1
OC1CCCN(Cc2ccc3ccc4cccc5ccc2c3c45)C1 (centres undefined) | -27 | 2 | 14 | -22 | 1.2 | 0 | -24 | 17 | 0.98
CCc1ccccc1NC(=O)CCC(=O)c1cccs1 | 0 | 9 | 20 | -7 | 1.1 | 3 | -2 | 11 | 0.91
Cc1ccc(OCc2ccc(C(=O)Nc3cc(C)on3)o2)c([N+](=O)[O-])c1 | 7 | 9 | 2 | 3 | 0.97 | -2 | 20 | -1 | 0.91
NS(=O)(=O)c1cccc(NC(=S)NCc2ccc3c(c2)OCO3)c1 | -4 | -18 | 15 | -12 | 1.1 | 10 | -8 | -11 | 1.2
CC1(C)CC(O)CC(C)(C)N1CC(O)COCCOc1ccc(Br)cc1 (centres undefined) | -11 | 4 | -1 | 11 | 0.89 | 2 | 13 | 7 | 0.96
Cc1c(C=NCCOCc2ccccc2)cnn1C | -14 | 4 | 8 | -13 | 1.1 | -1 | 20 | -8 | 0.96
CCOc1ccc(OCCC(=O)N2CCc3cc(OC)c(OC)cc3C2)cc1 | -21 | -11 | 12 | 3 | 0.97 | 13 | 36 | -8 | 1.1
COc1ccccc1/C=C/C=c1\sc2nc(=O)c(Cc3ccccc3)nn2c1=O | 5 | 3 | 10 | 21 | 0.79 | 22 | -10 | -6 | 0.97
N#CC1=C(SCc2ccccc2)NC(=O)CC1c1ccccc1 (centres undefined) | -2 | 1 | 23 | 5 | 0.95 | 17 | -8 | 15 | 0.99
Cc1ccc(NC(=O)COCC(=O)Nc2ccc(C)cc2)cc1 | -4 | -6 | 10 | -4 | 1 | 7 | 14 | 0 | 1.1
O=C(c1ccc(OC2CCN(C/C=C/c3ccc(F)cc3)CC2)cc1)N1CCCCC1 | 21 | -3 | 7 | 2 | 0.98 | 12 | 17 | 4 | 1
COc1ccc(-n2cnc3scc(-c4ccc(OC)c(OC)c4)c3c2=O)cc1 | -1 | 6 | 37 | -8 | 1.1 | 15 | 1 | 40* | 0.94
COC(=O)c1sccc1NC(=O)Nc1cccc(OC)c1 | -6 | 0 | 21 | -21 | 1.2 | -1 | 11 | 5 | 1
COc1ccc(N(C(=O)/C=C/c2ccccc2)C2=CC3CCC(C2)N3C)cc1 (centres undefined) | -3 | -3 | -6 | -26 | 1.3 | -6 | 5 | -6 | 1
COc1ccccc1N1C(=O)CC(N2CCc3ccccc32)C1=O (centres undefined) | -13 | -5 | 12 | 5 | 0.95 | 9 | 1 | -4 | 1.1
CCCCN(CC)C(=O)c1oc2ccc(S(=O)(=O)N3CCCC3)cc2c1C | -2 | 8 | 24 | -21 | 1.2 | -4 | 28 | 17 | 0.92
COC(=O)C1=C(C)N(CCCC(=O)O)C(=O)NC1c1ccc([N+](=O)[O-])cc1 (centres undefined) | -10 | 1 | 7 | 16 | 0.84 | -5 | 4 | 9 | 0.99
COc1cccc(C(=O)CSc2nnnn2C)c1 | -3 | 9 | 19 | 13 | 0.87 | -3 | 2 | 17 | 0.91
Cc1cc(C)nc(NS(=O)(=O)c2ccc(Br)s2)c1 | 1 | 13 | 8 | 14 | 0.86 | 4 | 9 | 3 | 0.87
COc1ccccc1C1CC(c2ccc(NS(C)(=O)=O)cc2)=NN1C(=O)c1ccccc1 (centres undefined) | -10 | 9 | 21 | 14 | 0.86 | -5 | -7 | 19 | 0.91
CCOc1cc(/C=N/NC(=O)COc2ccc(Cl)cc2)ccc1OS(=O)(=O)c1ccccc1 | -20 | 8 | 35 | -15 | 1.1 | 19 | 7 | 35 | 0.92
COc1ccc(C)cc1Nc1n[n+](-c2ccccc2)c(-c2c(Cl)cccc2Cl)s1 | 7 | 4 | 18 | 9 | 0.91 | 34 | 9 | -2 | 0.96
COc1ccc2c(c1)N(S(=O)(=O)c1ccccc1)CCC2=O | 1 | 5 | -4 | 5 | 0.95 | 3 | -3 | -17 | 0.95
CCc1cccc(CC)c1NC(=O)COC(=O)CC1c2ccccc2CCN1S(=O)(=O)c1ccccc1 (centres undefined) | 8 | -54 | 15 | -7 | 1.1 | 14 | 11 | 20 | 1.5
C(=C\c1ccccc1)/CSc1nnc(-c2ccccn2)n1Cc1ccco1 | 21 | 5 | 16 | 6 | 0.94 | 15 | 1 | 20 | 0.95
CCN(CC(=O)Nc1ccc(OC)cc1)C(=O)c1ccc(NS(=O)(=O)c2ccc(C(C)=O)cc2)cc1 | 2 | -6 | 5 | -5 | 1 | 7 | -6 | 0 | 1.1
COc1cccc(/C=N/Nc2ncnc3scc(-c4ccccc4)c23)c1OC | -11 | 6 | 46* | 0 | 1 | 12 | 17 | 40* | 0.94
O=C(COC(=O)/C=C/c1ccc(Cl)cc1)NC1CCCCCC1 | -1 | -1 | -13 | 16 | 0.84 | -8 | 7 | -3 | 1
Cc1cccc(C(=O)NCC(=O)N2CCOCC2)c1 | -2 | 10 | -1 | -2 | 1 | -7 | 7 | -7 | 0.9
CCOc1ccc(/C=N/NC(=O)c2ccc(O)cc2)cc1CN1CC2CC(C1)c1cccc(=O)n1C2 (centres undefined) | -10 | -13 | -1 | -13 | 1.1 | 14 | 8 | 7 | 1.1
Cc1cccnc1NC(=O)CNC(=O)c1cccs1 | -4 | 5 | 4 | 7 | 0.93 | -5 | -7 | 1 | 0.95

Some of these compounds in order of SMILES length, descending.
SMILES | ATG4B inhibitor | mIAP inh | tim10-1 inh | hIAP inh | hIAP act | Apaf1 inhib | NLRP3 yeast inh | TIM10 inh | mIAP activ
COC(=O)C1=C(C)N(CCCC(=O)O)C(=O)NC1c1ccc([N+](=O)[O-])cc1 (centres undefined) | -10 | 1 | 7 | 16 | 0.84 | -5 | 4 | 9 | 0.99
COc1ccccc1C1CC(c2ccc(NS(C)(=O)=O)cc2)=NN1C(=O)c1ccccc1 (centres undefined) | -10 | 9 | 21 | 14 | 0.86 | -5 | -7 | 19 | 0.91
COc1ccc(C)cc1Nc1n[n+](-c2ccccc2)c(-c2c(Cl)cccc2Cl)s1 | 7 | 4 | 18 | 9 | 0.91 | 34 | 9 | -2 | 0.96
COc1cccc(/C=N/Nc2ncnc3scc(-c4ccccc4)c23)c1OC | -11 | 6 | 46* | 0 | 1 | 12 | 17 | 40* | 0.94
Cc1cc(C)nc(NS(=O)(=O)c2ccc(Br)s2)c1 | 1 | 13 | 8 | 14 | 0.86 | 4 | 9 | 3 | 0.87
Cc1cccc(C(=O)NCC(=O)N2CCOCC2)c1 | -2 | 10 | -1 | -2 | 1 | -7 | 7 | -7 | 0.9
Cc1cccnc1NC(=O)CNC(=O)c1cccs1 | -4 | 5 | 4 | 7 | 0.93 | -5 | -7 | 1 | 0.95
COc1cccc(C(=O)CSc2nnnn2C)c1 | -3 | 9 | 19 | 13 | 0.87 | -3 | 2 | 17 | 0.91

Remaining list, next part
SMILES | ATG4B inhibitor | mIAP inh | tim10-1 inh | hIAP inh | hIAP act | Apaf1 inhib | NLRP3 yeast inh | TIM10 inh | mIAP activ
O=C(C1=C[C@@H](c2coc3ccccc3c2=O)C[C@@H](OCCCCO)O1)N1CCN(Cc2ccc3c(c2)OCO3)CC1 | 0 | 1 | 9 | -3 | 1 | 4 | 13 | 3 | 0.99
CCC(COC)Oc1cc(NCc2ccccc2)c2ncn(C(C)C)c2c1 (centres undefined) | 12 | 7 | 28 | 0 | 0.99 | 97* | 17 | 19 | 0.93
CCOc1ccccc1N(CC(=O)NC1CCCCC1)S(=O)(=O)c1ccc(C)cc1 | 5 | -6 | 28 | -9 | 1.1 | 27 | 11 | -3 | 1.1
CCOC(=O)c1ccc(S(=O)(=O)Nc2cc(S(=O)(=O)Nc3ccc(OC)cc3)ccc2O)cc1 | 0 | 24 | -7 | -30 | 1.3 | 0 | 21 | -1 | 0.76
Cc1nn(C)c(Cl)c1CN1CCCC(CCC(=O)NCc2ccccc2F)C1 (centres undefined) | 1 | 7 | -1 | 0 | 1 | -6 | 16 | 12 | 0.93
CC(C)CNC(=O)c1nn(Cc2ccccc2)c(=O)c2ccccc12 | -8 | 8 | -10 | 5 | 0.95 | 16 | 5 | -5 | 0.92
Cc1cc(C)nc(SCc2cc(=O)c(OC(=O)c3ccc(S(=O)(=O)N(C)C)cc3)co2)n1 | 4 | 6 | 6 | 8 | 0.92 | 11 | -4 | -57 | 0.94
CC1CC(C)CN(S(=O)(=O)N2CCCC(C(=O)NC3CCCCC3)C2)C1 (centres undefined) | -1 | -6 | 16 | 16 | 0.84 | 14 | -7 | 14 | 1.1
COc1ccc(S(=O)(=O)N2CCOCC2)cc1NC(=O)c1cccc2c(=O)c(C)c(-c3ccccc3)oc12 | -21 | 18 | 13 | 23 | 0.77 | 35 | 22 | 11 | 0.82
O=S(=O)(c1ccc(F)cc1)N1CCN(CC2CC3C=CC2C3)CC1 (centres undefined) | -3 | -6 | 9 | -4 | 1 | 9 | 35 | -4 | 1.1

High-throughput results (PubChem BioAssay)
